Mm-Cpn inhibitor = blocks the Methanococcus maripaludis chaperonin Mm-Cpn; purified Mm-Cpn ATPase, ADP Transcreener TR-FRET; Potency, µM (titrated, usually from 76.9 µM), for inactives: at the highest dose activity, negative = inhibition, most hits filed as inhibitors; 330,000 compounds, 0.031% hits; also: potency is read from the fitted curve at half-maximal effect; % is scaled to controls: 0 for no effect and ±100 for the full control effect; nearly all actives have a fitted effect of over 80% in size
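ATP (10 uM final) was added to archaeal chaperonin (25 nM final) after 10 min exposure to test compound at 37°C; after 30 min further incubation, ADP was detected by competitive TR-FRET.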
A549 viability = kills or reduces viability of A549 cells in Nrf2 counter-screen; A549 ARE-Fluc cells, CellTiter-Fluor viability, 18-24 h; 390,000 compounds, 0.16% hits; AID 504648; Potency, µM (titrated, usually from 46 µM), for the others: at the top dose activity change, negative = cytotoxicity, most hits filed as inhibitors; also: potency is read from the fitted curve at half-maximal effect; % is scaled to controls: 0 for no effect and ±100 for the full control effect
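A549 ARE-Fluc cells in 5% FBS OPTI-MEM, 5000 cells/well, rested 2 h then exposed to compounds in concentration-response for 18-24 h at 37 °C. Viability by CellTiter-Fluor fluorescence (Ex 405/Em 525) after 30 min; luciferase luminescence (BugLite, 15 min, RT) read afterwards.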
HepG2 tox = kills HepG2 cells in TGF-b inhibitor counter-screen. HepG2 CAGA-GFP viability, ATP luminescence, 18 h. 410,000 compounds, 0.76% hits. Potency, µM (doses to about 46.1 µM), for the others: top-dose activity change, negative = cytotoxicity, actives largely listed as cytotoxic. AID 588856; also: potency is read from the fitted curve at half-maximal effect; some results filed as inactive show a strong effect at the top dose
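CellTiter-Glo luminescence gave cytotoxicity after 18 hours at 37 degrees C. The cells were HepG2 CAGA-GFP in 1% FBS DMEM, stimulated with 500 pg/mL TGF-beta after compound addition. %Activity was normalised to no-cell wells (complete cell-killing) and DMSO (no toxicity), and curves were fitted and classified.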
CCT modulator = cytosolic chaperonin activity modulation | AID 651819 | 360,000 compounds, 0.3% hits | activity change, % (concentration not given with the values), hits read low | purified chaperonin ATPase assay, HTRF ADP detection, 30 min; in the data active = activity change below about -30%; also: % is scaled to controls: 0 for no effect and ±100 for the full control effect
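We incubate TRiC, 40 or 20 nM final, with library compounds at 76 uM and 10 uM ATP for 30 min at 37 °C. ADP formed is detected with Transcreener HTRF reagents after 30 min at room temperature.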
Nrf2 inh = blocks Nrf2 signaling | 360,000 compounds, 2.1% hits | AID 504444 | A549 ARE-Fluc reporter, luciferase luminescence, 18-24 h | Potency, µM (titrated, usually from 46 µM), for the others: at the top dose activity change, negative = inhibition, actives largely listed as inhibitors; also: potency is read from the fitted curve at half-maximal effect; % is scaled to controls: 0 for no effect and ±100 for the full control effect; nearly all actives have a fitted effect of over 60% in size
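A549 ARE_Fluc cells (5000/well, 5% FBS OPTI-MEM) pre-incubated 2 h, then treated with compounds 18-24 h at 37C/5% CO2 in concentration-response. CellTiter-Fluor viability read first; BugLite luciferase luminescence after 15 min at room temperature gives Nrf2 activity.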
Abeta yeast res = A-beta toxicity reversal in yeast. 410,000 compounds, 0.063% hits. AID 1347071. yeast expressing A-beta42, growth rescue, OD600, 48 h; response scale: 0% DMSO, 100% iron-clioquinol control. Potency, µM (doses to about 46.1 µM), for inactives: at the top dose growth rescue, most hits filed as activators; also: potency is read from the fitted curve at half-maximal effect; nearly all actives have a fitted effect of over 55% in size
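Yeast growth medium received pinned compounds, then yeast cells expressing toxic A-beta were added; plates incubated at 30 C for 48 hr. Growth read as absorbance at 600 nm, normalized to DMSO and equimolar FeCl3 plus clioquinol controls.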
Akt phos inh = blocks phosphorylation of Akt. Neuro2A IGF-stimulated pAkt S473 HTRF, 20 min; hits give low values. activity change, % for hits at 50 µM. 360,000 compounds, 0.32% hits. AID 651550; in the data active = activity change below about -80%; inconclusive = mostly about -51% to -80%; also: % is scaled to controls: 0 for no effect and ±100 for the full control effect
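Neuro2A cells in DMEM with 0.5% FBS, overnight at 37 deg C, given compound at single 50 µM final, then IGF (6 nM final) for 20 min at 37 deg C. Lysed; phospho-Akt Ser473 by HTRF after 24 h, 665/615 ratio.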
Nrf2 ARE act = activates Nrf2 signaling; AREc32 ARE-luciferase reporter (MCF7-derived line), luminescence, 24 h; Potency, µM (doses to about 46.1 µM), for the others: top-dose activation, most hits filed as activators; 410,000 compounds, 0.31% hits; also: potency is read from the fitted curve at half-maximal effect; % of control where 0% means no effect; nearly all actives have a fitted effect of over 65% in size
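For detection, Steady-Glo was added and plates sat 30 min at RT; before that, AREc32_Fluc cells grown overnight in OPTI-MEM/5% FBS had been treated with 23 nL compound for 24 hr at 37 deg C.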
TGFb SMAD3 inh = inhibitors of TGF-b signaling. HepG2 CAGA-GFP TGF-b/SMAD3 reporter, GFP fluorescence, 18 h; TGF-beta stimulated, 500 pg/mL final. Potency, µM (top dose mostly 46.1 µM), for the others: at the highest dose activity, negative = inhibition, usual class: inhibitors. 410,000 compounds, 1.2% hits; also: potency is read from the fitted curve at half-maximal effect; % is scaled to controls: 0 for no effect and ±100 for the full control effect; nearly all actives have a fitted effect of over 65% in size
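HEPG2 CAGA-GFP reporter cells (1000/well, DMEM with 1% FBS) received compounds, then recombinant TGF-beta at 500 pg/mL final for 18 hours at 37 degrees C. Per-cell GFP summed per well was normalised to unstimulated and stimulated DMSO controls before curve fitting.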
Active calls of the source: *; i = inactive; ? = inconclusive; · = no result given; [ ] = another dose, or the depositor's remark. Unless noted, calls follow the shape of the dose curve; as a rule, active = well fitted curve in the direction sought with a large enough effect; inconclusive = small, poorly fitted or top-dose-only effect, or another doubt; inactive = no such curve, though single readings can be large; an effect the other way counts as inactive or inconclusive.

SMILES | Mm-Cpn inhibitor | A549 viability | HepG2 tox | CCT modulator | Nrf2 inh | Abeta yeast res | Akt phos inh | Nrf2 ARE act | TGFb SMAD3 inh
COc1cccc(CN(C)C(=O)CCNC(=O)c2ccc(Br)cc2)c1 | 1% | 2% | -30% | 0.6 | ? | -15% | i | 0.8% | -3%
CC(C(=O)NCc1ccco1)n1cc(C(=O)c2ccco2)c2ccccc21 (stereo not given) | 2% | -1% | 6% | -23 | 9% | -11% | i | 20% | 4%
Cc1noc(C)c1COc1ccccc1C(=O)Nc1ccc(C(N)=O)cc1 | 1% | 1% | -15% | -0.9 | ? | -4% | i | 0.6% | 8%
O=C(Nc1ccc(Cl)cc1F)C1CCCN(C2=NS(=O)(=O)c3ccccc32)C1 (stereo not given) | 1% | -7% | -1% | -2.9 | -19% | 7% | i | -0.1% | 14%
CC(C(=O)NCc1ccc(F)cc1)c1ccc([N+](=O)[O-])cc1 (stereo not given) | -2% | -8% | 1% | 3.1 | ? | -18% | i | -1.1% | 1%
COc1ccc(NC(=S)NC(C)c2ccncc2)cc1OC (stereo not given) | 0% | 8% | -2% | 0.9 | -8% | 3% | i | -0.9% | 0%
CC(=O)c1cccc(NC(=O)c2ccccc2OCc2ccc(F)cc2)c1 | -7% | 2% | -7% | 0.9 | -17% | -14% | i | -0.5% | -9%
CCCCNC(=O)c1cc(S(=O)(=O)N2CCCCC2)oc1C | 0% | 0% | -6% | 0.5 | ? | 3% | i | 0.2% | -1%
COc1cccc2c(C)nc(Nc3nc(CSc4nnc(C)s4)cc(=O)[nH]3)nc12 | -1% | -16% | -24% | -1.2 | ? | 19% | i | 4.1% | -3%
C/C(N)=C(/C#N)C(=O)CSc1nc2ccccc2c(=O)n1-c1ccccc1C | -3% | -4% | 2% | 0.8 | ? | -1% | i | 5.0% | -14%
CC(=O)NC12CC3CC(C1)CC(C(=O)Nc1cccc(S(=O)(=O)N4CCCCCC4)c1)(C3)C2 | · | 2% | 1% | -4.2 | -21% | 0% | i | 0.2% | -8%
CC(=O)OCc1c(-c2ccccc2)c2cc([N+](=O)[O-])ccc2n1C | -2% | 4% | -9% | -0.4 | -9% | -11% | i | 0.1% | 0%
O=C(NCCc1ccccc1)C(=O)NCC1CCCN1S(=O)(=O)c1ccccc1 (stereo not given) | 2% | -14% | 2% | 2.8 | 17% | 0% | i | -1.1% | -11%
CC(C)(C)n1nnnc1C(c1cccnc1)N1CCN(c2ccccc2F)CC1 (stereo not given) | 2% | -5% | -10% | -3.8 | 13% | 9% | · | -0.1% | 4%
COc1ccc(-n2nc(C(=O)NCC(=O)N3CCC(C(N)=O)CC3)c3ccccc3c2=O)cc1OC | -3% | -3% | -2% | 0.3 | -7% | 12% | i | 0.1% | -10%
COC(=O)c1cc(OC)c(OC)cc1NC(=O)CN1C(=O)c2ccccc2C1=O | -2%[15.4 µM] | -20% | 3% | -0.1 | 11% | 3% | i | -0.3% | 16%
COc1ccc(N(CC(=O)Nc2ccc(Cl)cc2C)S(=O)(=O)c2ccccc2)c(OC)c1 | · | -10% | -32% | · | ? | -10% | · | 4.5% | -22%
Cc1cc(C)nc(NS(=O)(=O)c2ccc(NC(=O)NC3CCCCC3)cc2)n1 | -1% | 1% | -3% | -1.2 | -30% | 1% | i | 0.4% | -3%
CC1CN(C(=O)CN(C)S(=O)(=O)c2ccc3ccccc3c2)CC(C)O1 (stereo not given) | 1% | 7% | -14% | -0.1 | -1% | 3% | i | 0.3% | 13%
Cc1ccc(-c2noc(CSc3nnc(-c4ccncc4)n3-c3ccc(C)cc3)n2)cc1 | 0% | -15% | -16% | -3.2 | ? | -16% | i | -0.7% | 0%
COc1cc(Br)cc(/C=N/NC(=O)Cc2ccc(C(F)(F)F)cc2[N+](=O)[O-])c1O | 3% | ? | 16µM* | -1.0 | 16µM* | -3% | i | -1.6% | 10µM*
CC(=O)OCC(NC(=O)C(CCCCNC(=O)OCc1ccccc1)NC(=O)OC(C)(C)C)C1OC(n2cc(F)c(=O)[nH]c2=O)C(OC(C)=O)C1OC(C)=O (stereo not given) | · | -2% | -1% | · | 1% | · | · | · | 7%
CNC(=O)CSc1n[nH]c(-c2cc(Cl)ccc2OC)n1 | 2% | 2% | 1% | 2.0 | 12% | -1% | i | 2.9% | ?
COc1ccc(-c2cc(CNC(=O)CCl)on2)cc1 | 0% | ? | 3% | -2.1 | ? | 3% | i | ? | -5%
O=c1c2ccccc2c(-c2ccc(Br)cc2)nn1Cc1ccccc1 | 1% | -12% | 5% | 0.1 | -30% | -2% | i | 0.5% | 10%
SMILES | Mm-Cpn inhibitor | A549 viability | HepG2 tox | CCT modulator | Nrf2 inh | Abeta yeast res | Akt phos inh | Nrf2 ARE act | TGFb SMAD3 inh
O=C(CN1CCN(c2ncccn2)CC1)NCCC1=CCCCC1 | 1% | -7% | 0% | 0.7 | -8% | 14% | i | 0.3% | -5%
O=c1c2cnn(-c3ccc(Cl)cc3)c2ncn1Cc1cccc(C(F)(F)F)c1 | · | 11% | -1% | · | 2% | -3% | · | 0.3% | 0%
CCOCCCNC(=O)CSCc1nc(-c2ccc(SC)cc2)oc1C | -1% | -4% | -17% | 0.6 | 3% | -3% | i | -0.9% | -1%
Cc1c(-c2nc(-c3ccccc3)no2)nnn1-c1cccc(C(F)(F)F)c1 | · | 5% | -3% | · | ? | 7% | · | 0.4% | 1%
COc1ccc(CN2CCN(Cc3cccc(F)c3)CC2)cc1OC | -3% | -1% | -18% | 0.3 | -6% | -13% | i | 0.8% | 6%
COc1ccc(CC(=O)Nc2ccc(-c3nnc(-c4ccccc4)o3)cc2)cc1 | -2% | 8% | 15% | -24 | -9% | -3% | · | 5.8% | 36%
COc1cnc(-c2ccccn2)nc1Oc1ccc(C(C)(C)C)cc1 | 0% | -15% | -41% | 1.9 | ? | ? | i | 0.4% | ?
CC(C)c1ccc(C2/C(=C(/O)c3ccccc3)C(=O)C(=O)N2CCCN2CCOCC2)cc1 (stereo not given) | -4% | -2% | 5% | -12 | 7% | 2% | i | -0.3% | -18%
Cc1noc(C)c1COC(=O)/C=C/c1ccc(Cl)cc1 | 3% | -3% | 9% | 0.3 | -11% | 3% | i | 4.5% | 14%
O=C(NC1(C(F)(F)F)NC(=O)N(CCc2ccccc2)C1=O)c1ccccc1F (stereo not given) | · | -3% | -16% | · | 7% | 8% | · | -0.1% | -6%
COC(=O)C1CCN(C(c2cccs2)c2sc3nc(C)nn3c2O)CC1 (stereo not given) | 0% | -2% | -1% | 0.6 | 3% | 0% | i | 0.3% | 10%
O=C(Oc1ccccc1)Oc1ccc2c(c1)oc(=O)c1ccccc12 | -16%[15.4 µM] | -2% | -3% | -2.7 | 6% | 11% | i | 0.3% | 3%
O=C1CC(NS(=O)(=O)c2cc(F)ccc2F)CN1c1cccc(F)c1 (stereo not given) | -1% | 2% | 15% | 0.3 | -6% | -7% | i | -0.3% | 8%
CCOC(=O)C1CCCN(S(=O)(=O)c2ccc3c(c2)CC(C)N3C(=O)C2CC2)C1 (stereo not given) | -1% | 0% | -1% | -0.8 | -18% | 4% | i | -0.1% | 0%
O=S1(=O)C=C[C@@H](CO)N1Cc1ccc(Br)cc1 | · | · | 0% | 0.9 | · | -16% | i | 0.4% | -4%
CC(CCc1ccccc1)NC(=O)C(Cc1ccccc1)NC(N)=O (stereo not given) | -1% | 1% | -8% | -3.3 | -6% | -7% | i | 2.4% | 1%
COC(=O)c1cc2sc(C)cc2n1CC(=O)Nc1ccc(C)c(C)c1 | · | -5% | -19% | · | 0% | -11% | · | 0.5% | 0%
CCC(C)NC(=O)c1ccc(N2CC3CC(C2)c2cccc(=O)n2C3)c(NC(=O)c2ccc(Br)o2)c1 (stereo not given) | -5% | -7% | 9% | -7.6 | -21% | 2% | i | 0.1% | -5%
COc1ccccc1-c1noc2c1C(=O)N(Cc1cn(Cc3ccccc3)nn1)CC2 | · | · | -9% | -0.4 | · | -14% | i | 0.6% | -16%
Cn1cc(Br)c(C(=O)NN2C(=O)C3C4C=CC(C5CC45)C3C2=O)n1 (stereo not given) | -1% | 0% | -8% | -0.3 | 5% | -4% | i | -0.1% | -13%
CCCC(=O)Nc1cc2nn(-c3ccccc3)nc2cc1C | · | -6% | -1% | · | ? | -4% | · | 3.7% | -1%
N/C(=N\OC(=O)c1cccc(Br)c1)c1ccccc1 | 1% | -1% | -6% | 0.3 | · | -12% | i | 7.1µM* | -6%

Marked active in Nrf2 ARE act, of those listed so far:
| compound | Mm-Cpn inhibitor | CCT modulator | Akt phos inh | Nrf2 ARE act |
| --- | --- | --- | --- | --- |
| N/C(=N\OC(=O)c1cccc(Br)c1)c1ccccc1 | 1% | 0.3 | i | 7.1µM* |

Entries above containing a nitro group on carbon, in the order listed:
SMILES | Mm-Cpn inhibitor | A549 viability | HepG2 tox | CCT modulator | Nrf2 inh | Abeta yeast res | Akt phos inh | Nrf2 ARE act | TGFb SMAD3 inh
CC(C(=O)NCc1ccc(F)cc1)c1ccc([N+](=O)[O-])cc1 (stereo not given) | -2% | -8% | 1% | 3.1 | ? | -18% | i | -1.1% | 1%
CC(=O)OCc1c(-c2ccccc2)c2cc([N+](=O)[O-])ccc2n1C | -2% | 4% | -9% | -0.4 | -9% | -11% | i | 0.1% | 0%
COc1cc(Br)cc(/C=N/NC(=O)Cc2ccc(C(F)(F)F)cc2[N+](=O)[O-])c1O | 3% | ? | 16µM* | -1.0 | 16µM* | -3% | i | -1.6% | 10µM*
